mec2-1 – NCI yeast anticancer drug screen, S. cerevisiae mec2-1 strain; % growth inhibition at 50 µM; actives 9% (n = 79,000);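 further: 0% = growth of vehicle-only cultures of the same strain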
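Using mec2-1 yeast: add compound, measure growth, express inhibition versus vehicle-treated cultures.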
mlh1 rad18 – NCI yeast anticancer drug screen, S. cerevisiae mlh1 rad18 strain; % growth inhibition at 50 µM; actives 11% (n = 79,000);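 further: 0% = growth of vehicle-only cultures of the same strain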
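In this whole-cell yeast screen, a strain with altered DNA damage repair is challenged with compound, and its growth is measured against matched vehicle-treated controls.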
yeast sgs1 mgt1 – NCI yeast anticancer drug screen, S. cerevisiae sgs1 mgt1 strain | growth inhibition, % at 50 µM | AID 161, 2004 | actives 10% (n = 78,000);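 further: 0% = growth of vehicle-only cultures of the same strain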
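Mutant yeast exposed to compound; growth scored against vehicle-only wells.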
cln2 rad14 – NCI yeast anticancer drug screen, S. cerevisiae cln2 rad14 strain; % growth inhibition at 50 µM; actives 8.3% (n = 78,000); AID 165, 2004;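 further: 0% = growth of vehicle-only cultures of the same strain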
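The screen exposed genetically defined yeast (cln2 rad14) to test compounds and scored growth inhibition relative to vehicle-treated controls.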
yeast bub3 – NCI yeast anticancer drug screen, S. cerevisiae bub3 mutant strain. actives 9.9% (n = 78,000). % growth inhibition at 50 µM;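 further: 0% = growth of vehicle-only cultures of the same strain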
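Part of a panel of yeast mutants defective in DNA damage repair or cell cycle regulation. Each strain is grown with compound, and inhibition is calculated relative to solvent-treated cultures.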
yeast rad50 – NCI yeast anticancer drug screen, S. cerevisiae rad50 strain; % growth inhibition at 50 µM; actives 10% (n = 79,000); AID 155, 2004;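 further: 0% = growth of vehicle-only cultures of the same strain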
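Inhibition values express reduced yeast growth in compound-treated cultures relative to vehicle-treated controls.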
* marks the source's active call; other numbers are inactive results; x = no result given; & = joins results of further samples. No stated cut-off is given here; in the data, active means growth inhibition above about 70%; inactive means the rest.

SMILES	mec2-1	mlh1 rad18	yeast sgs1 mgt1	cln2 rad14	yeast bub3	yeast rad50
CC(C)(C)NN=C1C(C)(C)C(=NNC(C)(C)C)C1(C)C	-30.1	-10.9	-13.8	13.9	-23.1	-24.0
CN=S(=O)(c1ccccc1)c1ccccc1	-14.9	-44.9	-53.5	-4.2	-36.8	-35.2
CC(CN(C)C)C(=O)c1ccccc1 (centres undefined)	16.6&-18.4&-43.7	23.1&-18.9&0.3	18.1&-15.9&-4.8	14.4&-14.4&20.3	18.4&-11.6&-23.1	34.0&-8.8&-4.0
O=C(O)Cn1c[n+](NC(=O)Cc2ccccc2)cn1	-25.4	-10.8	-25.0	-41.8	-34.5	-19.6
CCC(C)C(NN)C(=O)O (centres undefined)	-5.5	-37.3	-22.4	-24.6	0.0	0.7
CCOC(=O)c1cc(C)nc(Cl)c1[N+](=O)[O-]	5.9	7.0	4.3	0.7	-3.5	19.4
Cc1ccc(S(=O)(=O)NC(=O)N(Cc2ccccc2)C(C)(C)C)cc1	20.4	16.9	16.1	-0.1	14.2	3.4
O=[N+]([O-])c1cc2c(c([N+](=O)[O-])c1)OCOC2	-12.5	12.9	x	x	x	15.7
CCC(C(=O)NC(C)c1ccc(-c2ccccc2)cc1)c1ccccc1 (centres undefined)	7.5	-4.7	10.0	13.2	12.5	5.1
COC(=O)c1sc(C(=O)OC)c2c1CSC2	5.3	13.2	-18.4	2.5	-8.0	-6.0
CCOC(=O)COc1c(C)cccc1Cl	0.6	-24.6	-0.2	-28.9	-23.6	4.2
Cc1nc(-c2ccc(O)cc2)cc2c1c(=O)oc1ccccc12	-25.1	-24.6	-1.3	-44.5	-52.4	-13.2
C=CCc1ccc(OC(=O)Nc2ccccc2C)c(OC)c1	5.5	1.6	-3.6	3.9	16.1	11.8
O=c1[nH]c(=O)n(C2CC(O)C(CO)O2)cc1Oc1ccccc1 (centres undefined)	-16.1	-27.9	-17.5	-7.1	-7.5	-46.6
O=C(c1ccccc1)N1C=CN(C(=O)c2ccccc2)C1c1ncc[nH]1	-8.1	-4.0	6.0	32.9	-8.1	-16.8
Cc1ccc(/C=C/C(=O)c2sc(C(N)=S)nc2C)cc1	14.2	39.0	8.2	16.3	11.2	35.9
NCCNc1ccc(NCCN)c2c1C(=O)c1c(O)ccc(O)c1C2=O	67.5	46.0	65.0	64.5	60.0	29.6
CCOC(=O)C1CC1OCc1ccccc1 (centres undefined)	11.7	5.3	4.9	-15.9	4.0	-0.2
O=C(Nc1ccccc1)NC1CCCCCC1	-2.8	-12.8	-2.1	-0.8	7.4	6.7
N#C[C@@H]1C[C@H]1c1ccccc1	-21.5	-7.6	-12.9	5.2	-10.5	-10.5
Oc1ccc(Br)cc1CNC1CCCCC1	31.8	24.1	61.1	-9.9	27.1	58.5
OC(C1=NNC(C(O)c2ccccc2)=NN1)c1ccccc1 (centres undefined)	4.7	5.8	22.0	-20.4	-2.5	-29.0
Cc1ccc(NC(=O)C#N)cc1	4.0	19.8	-3.4	-8.8	11.3	-24.4
CCc1cccc(C)c1NC(=O)CC1C(=O)Nc2ccccc2S1(=O)=O (centres undefined)	-22.9	-0.6	5.3	3.6	1.2	0.1
CC12CCC(OC=O)CC1=CCC1C2CCC2(C)C(NC=O)CCC12 (centres undefined)	0.8	6.6	16.2	42.5	0.1	34.2
Cc1nn(C)c(C#N)c1[N+](=O)[O-]	-30.3	0.8	-36.3	4.4	-16.2	-7.0
COc1ccc(C(C#N)NC23CC4CC(CC(C4)C2)C3)cc1OC (centres undefined)	-19.8	-19.5	-25.1	-15.2	-56.2	-11.8
COc1cc(N(CCC#N)CCC#N)ccc1/C(N=Nc1ccccc1)=N/NC(=O)c1cc(Br)ccc1O	37.1	21.4	44.2	3.3	35.9	31.4
CN(C)CCC(=O)C(=C/C=C/c1ccccc1)C(=O)CCN(C)C	-18.1	-12.6	-5.0	-8.8	-13.8	-10.5
Cc1nn(-c2nc(-c3ccc(Br)cc3)cs2)c(C)c1C	-4.9	3.5	-9.9	9.6	5.7	12.9
Cc1cccc(Cl)c1OCC(=O)Nc1ccc(Cl)cc1	12.3	-13.6	18.6	-1.1	34.9	14.5
N#CC(Nc1ccccc1)c1ccccc1 (centres undefined)	12.4&5.1	5.3&5.5	11.3&-11.2	10.6&-4.8	7.2&-5.2	29.7&-10.3
CC(C)CC(C(=O)NC1CCCCC1)N1C(=O)c2ccccc2C1=O (centres undefined)	1.9	20.7	-4.3	-8.2	-4.4	-17.1
CCc1ccccc1NC(=O)C1=C(C)NC(C)=C(C(=O)Nc2ccccc2CC)C1c1ccc2c(c1)OCO2	3.6	-4.0	-2.4	-7.8	-0.8	-9.3
CCCNCCC(=O)Nc1ccccc1C(=O)OCC	-18.0	-6.2	0.2	-43.1	29.3	3.1
CC(=O)/C(=C\c1ccc(N(C)C)cc1)C(C)=[N+](C)C(=O)c1c(/[N+](C)=C(C)\C(=C\c2ccc(N(C)C)cc2)C(C)=O)ncn1C	7.5	85.0*	77.3*	24.7	43.4	87.7*

Among those listed so far, two have a tert-butyl group.
SMILES	mec2-1	mlh1 rad18	yeast sgs1 mgt1	cln2 rad14	yeast bub3	yeast rad50
CC(C)(C)NN=C1C(C)(C)C(=NNC(C)(C)C)C1(C)C	-30.1	-10.9	-13.8	13.9	-23.1	-24.0
Cc1ccc(S(=O)(=O)NC(=O)N(Cc2ccccc2)C(C)(C)C)cc1	20.4	16.9	16.1	-0.1	14.2	3.4

Further results:
SMILES	mec2-1	mlh1 rad18	yeast sgs1 mgt1	cln2 rad14	yeast bub3	yeast rad50
COc1cc(C2CC(C)(OC)Oc3cc4c(cc32)OCO4)cc(OC)c1O (centres undefined)	-5.5	31.2	28.8	4.5	-2.1	14.9
Cc1ccc(C(=O)OCc2ccccc2CN2CCCCC2)cc1	-8.3	2.1	-22.6	-19.7	3.6	1.6
Cc1oc2nc(N(C)C)n3nnnc3c2c1C	-8.5	-14.4	-6.2	-4.1	25.3	-0.3
CCCCCCCCNC(=O)/C(=C\c1ccc(/C=C(/NC(=O)c2ccccc2)C(=O)NCCCCCCCC)cc1)NC(=O)c1ccccc1	-23.4	-4.0	-20.4	11.7	-17.9	-14.0
CC(=O)Oc1ccccc1C(=O)/C=C/c1ccccc1	17.4	9.8	11.6	-17.3	61.0	-11.2
CCOC(=O)N1CCN(c2ccc3c(C)cc(C)nc3n2)CC1	-7.8	7.8	16.3	-10.9	12.2	14.9
CC(=O)OC1(C#N)CCCCC1	-2.3	14.4	-7.0	23.1	4.8	5.7
COc1ccc(NC(C)=O)cc1	3.2	-11.1	2.7	13.8	11.8	24.8
O=C(O)C(C(=O)O)C1CCCCC1	-20.6	-15.8	-20.6	-0.9	-6.5	-14.6
O=C1C(Cl)N(c2ccc([N+](=O)[O-])cc2)C1c1c[nH]c2ccccc12 (centres undefined)	-38.6	-31.4	-0.3	8.8	19.2	-4.2
Nc1nc(-c2cc(Br)ccc2N=NN2CCCCC2)nc2ccc(Br)cc12	37.2	70.8*	79.5*	46.0	22.3	82.2*
O=C(NCCN(C(=O)C12CC3CC(CC(C3)C1)C2)c1ccc(F)cc1)C12CC3CC(CC(C3)C1)C2	-2.6	10.2	-3.5	14.3	-0.1	9.8

Full records, looked up by structure.
Profile of Cc1ccc(S(=O)(=O)NC(=O)N(Cc2ccccc2)C(C)(C)C)cc1 → mec2-1: 20.4; mlh1 rad18: 16.9; yeast sgs1 mgt1: 16.1; cln2 rad14: -0.1; yeast bub3: 14.2; yeast rad50: 3.4
Profile of CCOC(=O)C1CC1OCc1ccccc1 (centres undefined) → mec2-1: 11.7; mlh1 rad18: 5.3; yeast sgs1 mgt1: 4.9; cln2 rad14: -15.9; yeast bub3: 4.0; yeast rad50: -0.2
Profile of CCC(C(=O)NC(C)c1ccc(-c2ccccc2)cc1)c1ccccc1 (centres undefined) → mec2-1: 7.5; mlh1 rad18: -4.7; yeast sgs1 mgt1: 10.0; cln2 rad14: 13.2; yeast bub3: 12.5; yeast rad50: 5.1

(listing goes on)
SMILES	mec2-1	mlh1 rad18	yeast sgs1 mgt1	cln2 rad14	yeast bub3	yeast rad50
CC(=O)Nc1ccc(S(=O)(=O)/C(=C/c2ccc(-c3ccc(Br)cc3)o2)c2ccc([N+](=O)[O-])o2)cc1	-7.5	-8.1	-12.2	13.7	1.1	30.0
Cc1c2cc(Cl)ccc2n2c(=O)c3ccccc3[nH]c(=O)c12	-15.7	-20.6	-14.4	-7.3	7.8	3.9
COc1cc(CCCCC(=O)O)cc(Br)c1OC	-1.9	-3.9	4.9	-33.7	29.8	-17.7
NC(=O)c1nccnc1N	-2.1	5.4	-5.3	23.8	3.4	-20.1
OC(CCN1CCCCC1)(Cc1ccccc1)c1cccc(Cl)c1 (centres undefined)	26.6	60.3	73.1*	77.8*	50.9	58.1
O=C(/C=C/C(=O)OCCCl)OCCCl	82.2*	95.2*	92.5*	-22.8	71.2*	69.2
O=C1c2cccc3c([N+](=O)[O-])ccc(c23)C(=O)N1CCc1ccccn1	19.2	26.6	45.5	1.9	17.9	24.9
CCOC(=O)C1=C(C(=O)c2cccc3ccccc23)C(c2cccc([N+](=O)[O-])c2)C(C(=O)c2cccc3ccccc23)=C(C(=O)OCC)N1	-7.8	-25.2	13.7	-26.3	-45.6	-12.9
O=[N+]([O-])c1ccc(CSC2=C(c3ccc(Cl)cc3)S/C(=C3\SC(SCc4ccc([N+](=O)[O-])cc4)=C(c4ccc(Cl)cc4)S3)S2)cc1	-27.2	-8.6	-17.4	6.0	1.4	-22.9
CC1CC(C)OC(c2ccccc2Cl)O1 (centres undefined)	12.4	25.0	6.3	-8.1	12.7	24.6
COc1ccc(C(=O)N2CCOCC2)cc1	-16.6	-10.6	-0.9	31.9	-3.0	-8.0
CN(C)c1ccc(C=C2c3ccccc3-c3ccccc32)cc1	-1.4	9.1	7.8	-80.9	0.9	-10.8
CS(=O)(=O)OCCN(CCOS(C)(=O)=O)c1ccc(C=Nc2ccc(-c3cnc(-c4ccc(Cl)cc4)s3)cc2)c(Cl)c1	95.0*	92.3*	93.8*	90.5*	92.3*	90.0*
O=CC(Cc1ccccc1)C(=O)CCc1ccccc1.[Cu+2] (centres undefined)	13.9	2.5	5.0	-48.6	0.4	40.1
COC(C(N)=O)c1ccccc1 (centres undefined)	-11.3	-3.5	-16.4	-8.0	8.7	-9.8
O=C1C2CCC2C(=O)N1c1ccc2ccccc2c1 (centres undefined)	-1.0	6.8	0.3	-17.9	12.6	-38.5
ONC1=Nc2ccccc2C(=S)N2CSCC12 (centres undefined)	-13.4	15.9	-26.4	-19.6	-21.6	-21.0
CCCCN(C)CCNc1cc(C)nc(Nc2nc3ccc(Cl)cc3[nH]2)n1	96.2*	96.2*	74.9*	96.6*	97.9*	90.0*
CCOC(=O)c1ccc2[nH]c(C)cc(=O)c2c1	9.3	7.0	-5.5	0.5	1.0	2.5
CCOC(=O)CC/C=N/Nc1ccc([N+](=O)[O-])cc1[N+](=O)[O-]	-14.0	0.0	6.7	-45.5	6.5	20.6
c1nc2nc(N3CCOCC3)nc(N3CCCCC3)c2[nH]1	3.2	-0.1	2.5	6.7	-43.2	-1.4
c1ccc(N2CCSCC2)cc1	-5.5	-7.2	-21.9	-6.2	0.3	3.0
CCCCOC(=O)C(C)OC(=O)OC (centres undefined)	-13.0	8.0	-2.2	-28.8	-15.7	-21.1
NCC(=O)NCC(=O)NC(CCCN=C(N)N)C(=O)O (centres undefined)	-29.6	-17.6	-8.6	-10.2	-15.6	-9.9
c1ccc(Cc2ccccn2)cc1	-16.9	-21.4	-12.3	-29.4	-6.7	-1.2
COc1cccc2sc3ccccc3c(=O)c12	40.0	37.0	-0.9	6.9	16.6	63.5
Cc1ccc(C(=O)c2ccccc2)c(C)c1	-1.8	28.6	0.6	-10.4	-2.5	8.7
c1ccc(CNc2ccccc2)cc1	-29.5	-2.1	-24.4	12.1	-18.9	3.6
CCc1c(Cc2[nH]c(Cc3[nH]c(C=O)c(C)c3CC)c(CC)c2CC)[nH]c(C=O)c1C	-7.5	-8.8	-5.8	-45.9	-0.8	5.2
Cc1ccc(N2C(=O)/C(=C/c3ccc(N(CCC#N)CCC#N)cc3)N=C2COc2ccc(Cl)cc2Cl)cc1	-26.9	-25.9	-7.2	-17.8	-36.1	-0.2
O=C1N=C(Oc2ccccc2)SC1=O	7.0	-0.8	29.3	15.9	13.6	9.2
CN(C)CCCOC(=O)C(O)(Cc1ccccc1)C1CC1 (centres undefined)	15.4	15.1	6.2	5.3	28.6	10.7
NNS(=O)(=O)CCCCCCCCCCC(=O)O	-10.1	12.7	x	x	x	27.6
CCOC(=O)CCCC(NC(=O)c1ccc(N2CCN(c3c(N)nc(N)nc3NC)CC2)cc1)C(=O)OCC (centres undefined)	5.8	-2.3	-0.4	6.5	-4.0	9.9
CCCOC(=O)C1C(=O)CC(c2ccccc2)C1c1ccccc1 (centres undefined)	-2.0	-0.4	1.3	-4.2	1.2	1.9
CCOC(=O)C1(C)CCCC(C)C1=O (centres undefined)	15.2	27.9	30.9	69.5	6.5	37.6
